# V1aR counter: activates human V1a receptor in oxytocin agonist counter-screen | P37288 | CHO-V1R cells, Fluo-8 calcium fluorescence, agonist mode; 0% DMSO, 100% 3 nM vasopressin | activation, % at 3 µM | 320,000 compounds, 0.25% hits | AID 2797;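 active = activation above the mean activation of all tested compounds plus 3 SD, per screening run, cut at about 20% in these data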;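 also: signal is peak over basal fluorescence ratio across a 100 second FLIPR read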
# Target sequence (P37288 whole entry, looked up): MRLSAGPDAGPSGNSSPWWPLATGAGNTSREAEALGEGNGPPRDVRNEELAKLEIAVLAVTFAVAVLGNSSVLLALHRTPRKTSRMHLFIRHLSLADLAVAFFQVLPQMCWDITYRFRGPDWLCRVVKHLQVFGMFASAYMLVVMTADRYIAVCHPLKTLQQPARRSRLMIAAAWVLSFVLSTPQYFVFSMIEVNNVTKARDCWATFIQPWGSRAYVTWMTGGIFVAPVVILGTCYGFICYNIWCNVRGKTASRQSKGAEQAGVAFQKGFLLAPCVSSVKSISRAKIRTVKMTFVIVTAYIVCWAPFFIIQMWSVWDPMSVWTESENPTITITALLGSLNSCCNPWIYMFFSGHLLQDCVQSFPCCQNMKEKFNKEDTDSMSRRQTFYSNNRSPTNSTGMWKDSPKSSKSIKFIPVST
# MEKK3 PB1 HTS: modulators (inhibitors or enhancers) of MEK5 binding to human MEKK3 PB1 domain | bead-based flow cytometry, Alexa488-MEK5 binding to MEKK3; actives lie on both sides; 0 = blocked by unlabeled MEK5, 100 = vehicle | binding response (% of control), % at 10 µM | 290,000 compounds, 1.4% hits | AID 1529;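 active = binding response more than 3 SD above or below the average of its plate-row segment, actives on both sides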;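 also: Alexa488 bead fluorescence after subtracting the streptavidin-only scavenger bead signal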
# NALP1 inh: blocks the NALP1 inflammasome reconstituted in yeast. S. cerevisiae NALP1/ASC/caspase-1 growth, X-gal OD620, 72 h. inhibition, % at 10 µM. 280,000 compounds, 0.61% hits. AID 2071; in the data active = inhibition mostly above about 24%, no sharp cut-off; inactive = mostly below about 32%; also: some compounds called inactive have numbers as strong as hits
# GPR7 antag: blocks human GPR7 receptor signaling. P48145. GPR7-expressing cells, fluorescence antagonist assay. inhibition, % at 4.4 µM. 290,000 compounds, 1.1% hits; in the data active = inhibition above about 16%, passing the limit was not always enough;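 also: cells stimulated with the agonist NPW; 0% = agonist with vehicle and 100% = vehicle without agonist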
# OXTR ag: activates the human oxytocin receptor. CHO-OTR cells, Fluo-8 calcium fluorescence; normalized: DMSO 0%, oxytocin 100%. activation, % at 3 µM. 320,000 compounds, 0.32% hits. P30559. AID 2435;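 active = activation above the mean of all tested compounds plus 3 SD, cutoff set per screening run, cut at about 20% in these data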;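 also: peak over basal fluorescence ratio from a 100 s FLIPR kinetic read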
# Target sequence (P30559 whole entry, looked up): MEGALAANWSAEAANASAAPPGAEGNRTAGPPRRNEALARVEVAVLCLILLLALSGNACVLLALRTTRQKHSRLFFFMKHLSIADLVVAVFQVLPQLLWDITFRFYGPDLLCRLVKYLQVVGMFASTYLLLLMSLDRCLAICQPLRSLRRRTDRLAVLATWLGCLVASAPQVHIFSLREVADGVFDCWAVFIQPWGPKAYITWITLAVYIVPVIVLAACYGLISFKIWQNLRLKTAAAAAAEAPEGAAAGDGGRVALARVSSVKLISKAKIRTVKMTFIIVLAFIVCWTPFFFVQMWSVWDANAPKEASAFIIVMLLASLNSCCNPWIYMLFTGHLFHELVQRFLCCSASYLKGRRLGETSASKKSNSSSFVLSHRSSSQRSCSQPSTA
# GalR3 antag: blocks the human galanin receptor 3. O60755. HEK293 GalR3-CNG cAMP membrane potential fluorescence; galR3 body fused to GalR1 C-terminus. 360,000 compounds, 0.44% hits. inhibition, % at 3 µM;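 active = inhibition above the screen-wide average plus 3 SD, cut at about 13% in these data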;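 also: forskolin and galanin both at EC90 stimulate the cells; cAMP rise reported by CNG channel membrane potential dye signal; 0% = forskolin plus galanin with DMSO and 100% = forskolin alone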
# Target sequence (O60755 1-299 limits assumed): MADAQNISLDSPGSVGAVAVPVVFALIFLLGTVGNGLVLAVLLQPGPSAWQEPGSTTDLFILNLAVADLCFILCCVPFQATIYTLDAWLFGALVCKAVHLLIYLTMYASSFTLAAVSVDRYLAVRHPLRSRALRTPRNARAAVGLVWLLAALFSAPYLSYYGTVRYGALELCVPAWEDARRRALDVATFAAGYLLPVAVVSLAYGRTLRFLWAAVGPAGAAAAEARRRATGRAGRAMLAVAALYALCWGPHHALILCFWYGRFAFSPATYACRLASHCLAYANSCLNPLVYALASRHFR
# MEKK2 WT-MEK5: raises or lowers MEK5 binding to wildtype human MEKK2 PB1 domain | bead flow cytometry, Alexa488-MEK5 binding to MEKK2 WT; actives lie on both sides | AID 1531 | Q9Y2U5 | binding response (% of control), % at 10 µM | 290,000 compounds, 1.1% hits; in the data active = binding response below about 67% or above about 130%
# PHOSPHO1 inh: PHOSPHO1 (human) inhibition | 290,000 compounds, 1.1% hits | Q8TCT1 | recombinant PHOSPHO1, absorbance phosphatase assay | inhibition, % at 13.3 µM | AID 1565; in the data active = inhibition above about 60%
# MEKK2mut PB1 HTS: signal of MEK5 binding to mutant human MEKK2 PB1 domain. bead flow cytometry, Alexa488-MEK5 binding to MEKK2 mutant. percent response, % at 10 µM. 290,000 compounds, 0.35% hits; in the data active = percent response above about 24%, passing the limit was not always enough; also: inactives centre near 1; some results filed as inactive read as strong as hits; reference of the scale not given here
# Starred values were filed as active, the others as inactive; . = no result given.
SMILES,V1aR counter,MEKK3 PB1 HTS,NALP1 inh,GPR7 antag,OXTR ag,GalR3 antag,MEKK2 WT-MEK5,PHOSPHO1 inh,MEKK2mut PB1 HTS
CC(OC(=O)Cc1coc2cc3c(cc12)CCC3)C(=O)NCc1ccc2c(c1)OCO2 (configuration not stated),4.5,91.0,15.2,14.5,7.1,-1.4,95.0,9.1,-10.0
O=C(N/N=C/c1ccco1)C1COc2ccccc2O1 (configuration not stated),0.6,97.0,37.4,6.2,0.3,-5.0,99.0,10.9,14.0
COc1cccc(C(=O)Nc2nnc(S(=O)(=O)N(C)Cc3ccccc3)s2)c1,5.3,102.0,26.7,13.6,4.3,-2.0,99.0,46.9,5.0
O=C(c1ccncc1)c1nccn1-c1ccccn1,-0.5,105.0,2.0,-4.9,0.2,-6.7,104.0,13.2,9.0
CCN(CC)Cc1oc(CO)cc(=O)c1O,-0.1,97.0,-0.3,1.1,0.1,6.0,87.0,15.9,-12.0
CCC1=NN(C(=O)Cc2ccc([N+](=O)[O-])cc2)C(O)(c2ccc(Br)cc2)C1 (configuration not stated),4.1,103.0,20.0,0.6,2.5,-12.3,99.0,-9.3,-2.0
Cc1ccc(OCC(=O)Oc2c(C)cccc2C)cc1C,-1.1,105.0,26.6,-2.9,-2.3,-5.7,104.0,23.5,3.0
O=S(=O)(Nc1cccc(-c2cn3cccnc3n2)c1)c1ccc(F)cc1,0.7,97.0,23.6,-4.8,1.8,-3.8,104.0,-1.5,-1.0
CN1C(C(=O)Nc2ncccn2)=C(O)c2ccccc2S1(=O)=O,.,99.0,7.4,-8.0,.,-6.3,99.0,33.7,3.0
CCc1[nH]c(=O)c(C#N)c2c1CCCC2,1.2,.,18.9,-7.8,-0.2,-1.5,.,-12.9,.
COc1ccc(/C=N/NC(=O)c2ccc(CSc3nc(C)cc(C)n3)cc2)cc1O,-0.1,105.0,15.2,2.8,-0.5,-0.5,108.0,-38.3,11.0
CCCc1cc(C(=O)Nc2cccnc2)no1,0.7,103.0,-0.4,-10.9,-1.1,.,106.0,-8.8,4.0
Oc1ccccc1/C=N/Nc1nn[nH]n1,0.3,101.0,-33.2,-10.1,1.0,-0.2,98.0,28.8,-1.0
O=C(CCc1ccccc1)NNC(=O)CCc1ccccc1,-1.0,105.0,2.9,-16.5,0.2,-8.3,102.0,29.1,4.0
COCCN(C(=S)Nc1ccccc1C)C(C)c1ccco1 (configuration not stated),0.7,107.0,.,-6.6,-0.4,-1.0,104.0,1.8,-1.0
Cc1ccc(OCCCCCN2CCOCC2)cc1,.,108.0,20.0,-7.4,.,-10.6,110.0,8.3,7.0
COc1ccc(/C(C)=N/NC(=O)CNC(=O)c2cccnc2)c(OC)c1,-0.5,107.0,15.9,-4.6,-0.2,-7.6,103.0,33.0,7.0
Cc1ccc(CNC(=S)NC2CCC(C(C)(C)C)CC2)cc1 (configuration not stated),.,98.0,9.8,-22.1,.,-0.9,99.0,12.6,2.0
CCOC(=O)N1CCN(C(=O)CNC(=O)Cc2ccc(Cl)cc2)CC1,-0.5,99.0,5.8,-7.5,-0.6,0.2,100.0,20.7,3.0
COC(=O)CNC(c1ccccc1)c1cc(Br)ccc1NS(=O)(=O)c1ccc(C)cc1 (configuration not stated),0.9,99.0,37.6,-12.4,-0.8,-3.6,98.0,-10.5,-2.0

# Results in OXTR ag and GalR3 antag (2 entries from above):
Compound	OXTR ag	GalR3 antag
CCOC(=O)N1CCN(C(=O)CNC(=O)Cc2ccc(Cl)cc2)CC1	-0.6	0.2
COC(=O)CNC(c1ccccc1)c1cc(Br)ccc1NS(=O)(=O)c1ccc(C)cc1 (configuration not stated)	-0.8	-3.6

# Next part:
SMILES,V1aR counter,MEKK3 PB1 HTS,NALP1 inh,GPR7 antag,OXTR ag,GalR3 antag,MEKK2 WT-MEK5,PHOSPHO1 inh,MEKK2mut PB1 HTS
COc1cc(C2Nc3ccccc3C(=O)N2c2ccccc2)c(Br)cc1OCC(=O)O (configuration not stated),-0.3,97.0,6.2,-14.1,-0.3,-2.9,96.0,-5.8,-1.0
CCCCc1c(O)cc(C)[nH]c1=O,1.0,98.0,26.0,-9.3,0.4,-9.4,97.0,37.7,8.0
COc1ccc(/C=N/NC(=O)c2cccc(C(=O)N/N=C/c3ccc(OC)c(OC)c3)n2)cc1OC,.,100.0,16.9,-19.7,.,-9.4,100.0,36.0,-1.0
Cc1cc2nc(-c3cccnc3SCC(=O)NC3CC3)[nH]c2cc1C,-1.2,100.0,1.3,-11.3,-1.2,-8.1,106.0,-21.4,2.0
CC(C)(C)c1ccc(C(=O)NN=C2CCCC2)cc1,0.4,110.0,5.7,-5.4,0.4,-7.8,107.0,8.3,4.0
CCOC(=O)c1sc(NC(=O)c2ccco2)c(C#N)c1C,6.8,88.0,13.1,2.7,6.6,-1.0,88.0,-7.4,-3.0
CCN1C(=O)CSc2ccc(C(=O)NCc3ccccc3)cc21,7.9,99.0,-3.4,0.7,1.3,-8.3,100.0,18.3,1.0
COc1ccc(N2CCN(C(=O)CCCNC(=O)Cn3cnc4sc(C)c(C)c4c3=O)CC2)cc1,0.3,102.0,0.6,4.3,-0.8,-8.6,102.0,8.1,3.0
COc1cc(NC(=O)CN(C)S(=O)(=O)c2ccc3c(c2)CC(C)N3C(C)=O)cc(OC)c1 (configuration not stated),8.0,101.0,-10.0,6.0,4.9,-7.2,99.0,31.5,-1.0
Cn1ncc([N+](=O)[O-])c1C(=O)NC1CCCCC1,0.8,97.0,6.9,-16.3,-0.3,0.5,99.0,34.4,0.0
O=C(CCc1ccccc1O)NC1CCCc2ccccc21 (configuration not stated),0.4,102.0,4.7,9.3,0.7,-5.5,104.0,44.9,6.0
Cc1nc(SCC(=O)Nc2ccccc2C(F)(F)F)c2c(=O)n(C)c(=O)n(C)c2n1,1.6,.,.,4.4,-0.1,9.4,.,.,.
CC(C)=NOc1nc(N(C)C)nc(N2CCOCC2)n1,0.6,111.0,17.2,0.2,2.5,2.6,104.0,19.5,8.0
Brc1ccc([C@H]2CN3CCSC3=N2)cc1,1.2,98.0,.,.,-0.2,.,100.0,.,0.0
O=C1CC(c2ccccc2)CC(O)=C1C=NCCCO (configuration not stated),-0.2,100.0,14.3,-1.7,0.6,-3.6,97.0,2.8,8.0
O=C(Nc1ccccc1)Oc1cccc(Br)c1,0.7,99.0,-17.7,-11.6,2.4,-1.8,100.0,20.0,-1.0
COc1ccccc1CC(Cc1nc2ccccc2[nH]1)c1nc2ccccc2[nH]1 (configuration not stated),2.4,77.0,-5.2,15.4,0.7,-5.5,83.0,28.1,-12.0
COc1ccccc1N1C(=NC(=O)CCC2CCCC2)SC2CS(=O)(=O)CC21 (configuration not stated),0.6,101.0,18.2,15.1,0.3,0.9,101.0,-5.0,-1.0
CCOC(=O)c1c(NC(=O)COC(=O)c2ccccn2)sc2c1CCC2,0.2,106.0,20.3,-13.2,-3.2,-4.9,100.0,-34.5,4.0
Nc1ccnn1-c1ccccc1,-1.2,103.0,13.2,-2.8,0.1,-9.9,108.0,36.8,2.0

# Among those listed so far, these have a furan ring, fused or not.
SMILES,V1aR counter,MEKK3 PB1 HTS,NALP1 inh,GPR7 antag,OXTR ag,GalR3 antag,MEKK2 WT-MEK5,PHOSPHO1 inh,MEKK2mut PB1 HTS
CC(OC(=O)Cc1coc2cc3c(cc12)CCC3)C(=O)NCc1ccc2c(c1)OCO2 (configuration not stated),4.5,91.0,15.2,14.5,7.1,-1.4,95.0,9.1,-10.0
O=C(N/N=C/c1ccco1)C1COc2ccccc2O1 (configuration not stated),0.6,97.0,37.4,6.2,0.3,-5.0,99.0,10.9,14.0
COCCN(C(=S)Nc1ccccc1C)C(C)c1ccco1 (configuration not stated),0.7,107.0,.,-6.6,-0.4,-1.0,104.0,1.8,-1.0
CCOC(=O)c1sc(NC(=O)c2ccco2)c(C#N)c1C,6.8,88.0,13.1,2.7,6.6,-1.0,88.0,-7.4,-3.0

# Remaining list, next part:
SMILES,V1aR counter,MEKK3 PB1 HTS,NALP1 inh,GPR7 antag,OXTR ag,GalR3 antag,MEKK2 WT-MEK5,PHOSPHO1 inh,MEKK2mut PB1 HTS
NC(=O)C1CNc2ccccc2O1 (configuration not stated),0.6,104.0,.,4.2,1.2,3.0,101.0,29.1,-1.0
CCN(C(=O)CSc1cc(C)c2ccccc2n1)C1CCS(=O)(=O)C1 (configuration not stated),0.2,83.0,16.6,-4.8,-0.3,-1.9,81.0,20.4,-13.0
COc1cccc(N/N=C(\C#N)S(=O)(=O)C(C)(C)C)c1,3.4,115.0,1.4,-9.2,1.5,9.2,107.0,-19.6,-1.0
O=C(O)c1cc([N+](=O)[O-])ccc1NCc1ccccc1Cl,0.4,101.0,13.1,2.1,-0.6,-3.9,102.0,-15.8,5.0
CCC(C)[C@H](NC(=O)OC(C)(C)C)C(=O)NCC1CCC(C(=O)N[C@@H](Cc2ccccc2)C(=O)O)CC1 (some centres not stated),0.5,105.0,10.5,-0.5,0.4,-5.0,105.0,.,8.0
Cc1c(C(=O)N2CCc3ccccc3C2)oc2ccc(S(=O)(=O)N3CCCCCC3)cc12,1.8,100.0,40.4,-10.5,-1.4,-3.5,101.0,-6.9,-2.0
O=C(c1cn(-c2ccc(Cl)c(Cl)c2)nn1)C1CC1,-1.6,111.0,-1.1,-0.7,-2.1,-5.2,105.0,57.1,-2.0
Cc1cc(CNC(=S)Nc2ccc(Br)cc2Cl)nn1C,2.6,100.0,21.9,-10.6,2.6,1.6,100.0,32.2,2.0
CC(NC(=O)COc1ccccc1)C(c1cccs1)N1CCCC1 (configuration not stated),0.4,101.0,18.5,2.0,-0.6,8.5,103.0,12.2,1.0
CCOc1ccccc1NC(=S)Nn1cnnc1,1.2,101.0,-2.5,-10.6,-0.5,-3.6,103.0,-14.9,9.0
O=C(c1ccc(Br)cc1)N1CCC(C(=O)N2CCN(Cc3ccccc3)CC2)CC1,.,103.0,11.7,-18.0,.,-4.9,105.0,17.8,2.0
C/C(=N\NC(=O)c1cc2ccccc2cc1O)c1ccc2c(c1)OCO2,0.7,.,0.4,0.3,0.4,-0.8,.,-2.9,.
C=CCOC(=O)C1C(=O)CC(C)(O)C(C(=O)OCC=C)C1c1ccc(OCC)cc1 (configuration not stated),-0.9,102.0,.,15.0,0.3,-4.0,106.0,18.6,8.0
CCN(CC)S(=O)(=O)c1ccc(Cl)c(C(=O)Nc2cccnc2)c1,0.2,107.0,3.5,-21.1,-0.1,-10.4,115.0,8.8,16.0
CCN(CC)C(=O)Cn1cc(S(=O)(=O)CC(=O)NCCc2ccc(OC)c(OC)c2)c2ccccc21,-1.4,104.0,19.6,-13.1,-0.4,-6.2,96.0,-17.0,-4.0
NC(=O)C1CCN(C(=O)c2cc(S(=O)(=O)N3CCOCC3)c(Cl)cc2Cl)CC1,-0.6,108.0,-4.0,7.4,-0.6,-3.7,104.0,-25.3,2.0
COc1ccc(NC(=S)N2CCN(C/C=C/c3ccccc3)CC2)cc1OC,4.1,103.0,-3.4,-10.6,2.6,8.4,106.0,24.0,8.0
COc1cc(OC)c(OC)cc1/C=C/C(=O)c1ccc(NS(=O)(=O)c2ccc(C)cc2)cc1,1.3,99.0,27.5,-0.5,-0.6,-1.9,93.0,-4.6,-1.0
CCC(CC)c1nc(C#N)c(NCc2ccccc2)o1,5.3,72.0,32.9,31.0*,-1.9,-5.8,91.0,-1.5,-1.0
COc1cc(CO)ccc1Oc1nc2ccccc2n2cnnc12,-0.9,92.0,.,-11.3,0.0,-2.1,91.0,17.1,-11.0
CC(C)Oc1ccc(Cn2c(-c3ccco3)n[nH]c2=S)cc1,2.7,91.0,12.3,-11.3,1.2,3.6,106.0,-1.9,2.0

# Compound activity as filed in PubChem BioAssay.
